# Screening data: PubChem BioAssay, several laboratories
# rCAG RNA binder: r(CAG) repeat RNA binding; TO-PRO-1 dye displacement fluorescence; AID 651821; inhibition, % at 3 µM; 1.3% of 370,000 active;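 active means inhibition above the plate cutoff, the mean of all test compounds on that plate plus 3 SD, cut at about 35% in these data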;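 further: 0% = DMSO alone and 100% = 100 µM mitoxantrone as full dye displacement; higher means more dye released from RNA so lower well fluorescence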
# sPLA2-III inh: Blocks human group III sPLA2 activity; 0.56% of 370,000 active; Q9NZ20; inhibition, % at 12.2 µM; QFRET BODIPY PC-A2 liposome hydrolysis, fluorescence; AID 743126;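 active means inhibition above mean plus 3 SD of compounds lying within the high and low control bounds, cut at about 19% in these data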;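 further: 0% = median of test compound wells and 100% = no enzyme DMSO wells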
# Tn6 DDE FP: inhibitors of Tn6 peptide binding to human fibrin DD(E); P02675; Fibrin DD(E) TRITC-Tn6 fluorescence polarization displacement; inhibition, % at 8.3 µM; 0.21% of 370,000 active; AID 720509;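 active means inhibition above a per-campaign cutoff: mean of compounds within control limits plus 3 SD, cut at about 15% in these data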;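 further: 0% = median of all compound wells on the plate and 100% = blocking peptide control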
# Target sequence (P02675 whole entry, looked up): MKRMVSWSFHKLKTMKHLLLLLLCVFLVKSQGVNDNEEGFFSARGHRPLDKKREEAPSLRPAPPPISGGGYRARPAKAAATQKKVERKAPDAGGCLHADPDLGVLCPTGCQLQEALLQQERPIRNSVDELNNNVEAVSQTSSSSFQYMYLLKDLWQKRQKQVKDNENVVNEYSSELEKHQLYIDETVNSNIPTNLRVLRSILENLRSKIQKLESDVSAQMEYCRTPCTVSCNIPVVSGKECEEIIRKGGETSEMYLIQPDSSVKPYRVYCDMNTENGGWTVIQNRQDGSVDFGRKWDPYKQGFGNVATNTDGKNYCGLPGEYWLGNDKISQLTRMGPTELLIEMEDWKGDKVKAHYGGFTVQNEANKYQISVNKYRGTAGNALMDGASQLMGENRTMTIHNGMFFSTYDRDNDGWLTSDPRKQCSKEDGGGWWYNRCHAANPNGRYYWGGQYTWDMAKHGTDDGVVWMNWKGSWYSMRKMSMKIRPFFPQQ
# NPR1 activator: GC-A (human) enzyme activation. activation, % at 10 µM. AID 1671463. HEK293 GC-A cells, cGMP TR-FRET, EC30 ANP; 0% at EC30 ANP, 100% saturating ANP. 0.14% of 370,000 active; in the data active means activation above about 40%
# ARFGAP1 inhibitor: inhibits rat ARF GTPase activating protein 1 | 0.26% of 360,000 active | Q62848 | Arfgap1-stimulated ARF1 GTP hydrolysis, GDP FP detection | inhibition, % at 16.5 µM;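 active means inhibition above a per-plate limit, mean inhibition of low control wells plus 3 SD, cut at about 25% in these data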;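 further: 0% = DMSO wells with enzyme and 100% = wells lacking Arfgap1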
# Target sequence (Q62848 1-136 limits assumed): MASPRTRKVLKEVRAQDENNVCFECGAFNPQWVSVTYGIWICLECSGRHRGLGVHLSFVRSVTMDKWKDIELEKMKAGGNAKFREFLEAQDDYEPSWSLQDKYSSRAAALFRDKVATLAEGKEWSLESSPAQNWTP
#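 Repeats: one replicate per compound; assay system: rat Arfgap1 catalytic domain, aa 1-136; times: enzyme reaction 120 min at 25 °C after 20 min preincubation; detection: FP of antibody-bound GDP Alexa 633 tracer, ex 620/em 688 nm; benchmarks: high control wells lacking Arfgap1, low control full reaction with DMSO; reagent: human ARF1(Δ1-17)-GTP substrate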
# KLK7 zymogen act: activates the human kallikrein-7 zymogen; purified proKLK7, EDANS-DABCYL substrate fluorescence; 100% is mature enzyme control, 0% vehicle; activation, % at 7 µM; 0.9% of 370,000 active;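 active means activation above the mean of all tested compounds plus 3 SD, computed per campaign excluding outliers beyond control limits, cut at about 13% in these data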
# Target sequence (P49862 whole entry, looked up): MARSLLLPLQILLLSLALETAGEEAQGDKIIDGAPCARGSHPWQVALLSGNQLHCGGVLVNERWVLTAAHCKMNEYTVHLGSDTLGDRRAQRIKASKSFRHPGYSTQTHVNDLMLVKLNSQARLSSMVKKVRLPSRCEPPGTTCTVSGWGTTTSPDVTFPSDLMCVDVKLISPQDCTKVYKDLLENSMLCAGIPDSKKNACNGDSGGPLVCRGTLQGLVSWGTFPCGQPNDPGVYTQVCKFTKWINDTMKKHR
# GC-B act: GC-B (human) receptor activation; P20594; HEK293-GC-B cells, CNP EC30, cGMP TR-FRET; 0% at EC30 CNP, 100% saturating CNP; activation, % at 10 µM; 0.11% of 370,000 active; AID 1920062;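 active means activation at 10 µM reaching about 35% in either raw or pattern-adjusted values, limit read from the data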
# ADAM10 inh: ADAM10 inhibition, QFRET primary screen. recombinant ADAM10, EDANS/DABCYL FRET peptide cleavage, 3 h. inhibition, % at 7 µM. 0.62% of 370,000 active;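 active means inhibition above a per-campaign cutoff equal to the mean of compounds falling between control-based bounds plus 3 SD, cut at about 20% in these data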;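 further: 0% = DMSO wells while the 100% control is not disclosed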
# FXN GAA850 act: frataxin GAA850 promoter activation; activation, % at 6 µM; 0.56% of 360,000 active; HEK293 lucGAA850 FXN promoter luciferase reporter, 24 h; percent of 10 µM SAHA response;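 active means activation above the average of all compounds screened plus 3 SD, cutoff fixed separately per campaign, cut at about 7.5% in these data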;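 further: 0% = DMSO wells and 100% = 10 µM SAHA wells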
# ASAP1 inh: inhibitors of human ASAP1 ArfGAP activity. Q9ULH1. ASAP1-stimulated ARF1 GTP hydrolysis, GDP FP detection. inhibition, % at 16.5 µM. 0.19% of 360,000 active. AID 624377; in the data active means inhibition above about 25%;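 further: 0% = vehicle with enzyme and substrate and 100% = no enzyme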
# An asterisk follows results filed as active; i = inactive; . = no result given.
SMILES,rCAG RNA binder,sPLA2-III inh,Tn6 DDE FP,NPR1 activator,ARFGAP1 inhibitor,KLK7 zymogen act,GC-B act,ADAM10 inh,FXN GAA850 act,ASAP1 inh
Cc1nn(C)cc1CN(C)C(=O)c1cc(COc2ccc(F)cc2F)on1,-6,1,4,9,-1,-0.1,3,-1,4.1,-10
CC(=NNC(=S)Nc1cccc(C)c1)c1ccccn1,6,14,2,6,-6,0.1,-5,2,-1.8,4
O=C(Nc1cccc(NC(=O)c2cccs2)c1)c1ccco1,3,7,-5,-1,18,0.6,6,-7,-1.8,7
O=C(NCCS(=O)(=O)N1CCN(c2ccccc2F)CC1)c1ccc2c(c1)OCO2,-3,-4,-2,-1,-14,0.4,-4,-5,0.5,0
CCOC(=O)C1CCN(C(=O)CCCNC(=O)Cn2cnc3sc(C)c(C)c3c2=O)CC1,1,0,-3,-3,6,0.6,-2,7,-0.5,6
COc1ccc(CCNS(=O)(=O)c2cn(C)nc2C)cc1OC,1,2,-1,1,4,-0.9,-3,1,-0.2,6
C/C=C/CSc1nc2c(c(=O)[nH]c(=O)n2C)n1Cc1ccc(C)cc1,1,0,9,8,-13,0.0,11,-3,29*,10
CC(=O)N(/N=C1/C(=O)Nc2ccccc21)c1ccccc1,8,1,10,-5,6,-0.2,-6,-2,5.0,-7
COc1cc2[nH]c(=O)n(CCCCCC(=O)NCCCN3CCC(C)CC3)c(=O)c2cc1OC,-2,-2,2,3,16,-1.0,5,-59,-2.5,9
CCOC(=O)[C@]12CCCC=C1N(Cc1ccco1)C(=O)[C@H](CC(=O)N1CCCC1)C2,1,13,-3,-1,5,-0.6,6,-15,.,2
CC(C)[C@H](NC(=O)c1ccccc1Cl)C(=O)OCC(=O)NC(=O)NC1CCCC1,-5,-3,1,2,-12,-0.4,0,-11,-0.9,14
CCOC(=O)N1C(=O)NC(=O)C1c1ccc(OC)cc1 (configuration not stated),0,-4,-3,0,4,-1.0,-3,4,-0.9,-1
COc1ccc(CCC(=O)NNC(=O)Cn2nc(C)cc2C)cc1,1,10,-2,0,3,-0.5,-1,10,2.9,5
COc1cc(C)cc(C(=O)O)c1C1=C(O)c2cccc(O)c2C(=O)C1=O,16,-3,1,-1,-5,0.4,5,-7,-0.7,7
COc1ccc(C(=O)Nn2c(SCC(=O)NC3CCCCC3)nc3ccccc3c2=O)cc1,1,-7,1,2,7,0.3,-5,-22,-8.0,-4
CCSc1nnc(N(CCC(=O)O)CCC(=O)O)s1,0,0,3,2,4,-0.6,2,-4,-0.7,-9
CCc1sc(C(=O)NNC(=O)c2cncc(Br)c2)cc1C,6,-26,-1,-3,-8,0.7,-2,-2,-1.0,-3
Cn1c(=O)[nH]c(=O)c2c1nc(NC1CCCCC1)n2CCO,0,1,0,5,-3,-0.7,-6,-2,5.6,-1
CCOc1ccc(NC(=O)CSc2nc(C3CC3)nc3ccccc23)cc1,0,2,2,0,-2,-0.8,-2,6,1.1,7
CCOC(=O)c1ccc(Oc2c(C)oc3c(CN4CCN(C)CC4)c(O)ccc3c2=O)cc1,-1,1,0,1,1,119*,8,i,0.1,-10
Fc1ccc(C(c2nnnn2Cc2ccco2)N2CCN(C3CCCCC3)CC2)cc1 (configuration not stated),-8,-5,2,-4,-3,-0.1,-4,5,-5.3,8
Cn1nnnc1NCc1ccc(Cl)c(Cl)c1,2,-3,-1,-3,-2,-0.5,-4,1,-0.7,17
O=C(CC1CCCC1)N[C@H](C(=O)N1CCC[C@H]1C(=O)NCCc1ccccc1Cl)c1ccccc1,0,6,-1,-5,-3,0.3,-7,-1,.,1
Cc1cccc(-c2nc(CS(=O)CC(=O)NC(C)CCc3ccccc3)c(C)o2)c1 (configuration not stated),-2,-20,3,-4,3,0.0,-2,13,-1.4,-10
CC(=O)N(C)C(c1ccc(N(C)C)cc1)c1nnnn1-c1c(C)cccc1C (configuration not stated),-7,-1,4,-6,1,0.5,-3,-2,1.3,6

# The list goes on:
SMILES,rCAG RNA binder,sPLA2-III inh,Tn6 DDE FP,NPR1 activator,ARFGAP1 inhibitor,KLK7 zymogen act,GC-B act,ADAM10 inh,FXN GAA850 act,ASAP1 inh
CCCCOCCCNC(=O)C[C@@H]1C(=O)N2CCCC3=C2[C@@]1(C(=O)OC)CCCC3,-3,3,-9,4,.,0.4,-2,-2,.,.
CC1CCCN(C(=O)CCNS(=O)(=O)c2ccc3c(c2)oc(=O)n3C)C1 (configuration not stated),2,-3,0,3,-8,0.0,2,8,-0.2,-3
CCCCc1ccc(NC(=S)N2CCN(c3ncccn3)CC2)cc1,-2,4,-5,0,9,-0.1,-3,-2,-0.1,-7
O=S1(=O)C=CCN1Cc1cn(Cc2ccc(F)cc2)nn1,1,5,-3,-1,.,0.6,-2,3,.,.
CN1CCN(S(=O)(=O)Cc2ccc(Cl)cc2)CC1,-4,6,-1,-2,-8,-0.1,-7,-5,0.2,14
Clc1ccc(OCc2nc(-c3ccncc3)no2)cc1,-4,-4,1,1,1,0.8,1,6,4.7,-4
Cc1cc(C(=O)NCc2cccs2)no1,1,4,-1,4,-15,0.3,4,-7,2.2,-5
CCCCC(c1nnnn1Cc1ccco1)N1CCN(C(=O)c2ccco2)CC1 (configuration not stated),-1,-5,-6,-5,-4,0.1,1,2,-1.4,5
O=C(O)COc1ccccc1C1C2C(=O)N(c3ccc(F)cc3)C(=O)C2ON1c1ccccc1 (configuration not stated),16,-5,-5,2,6,0.2,7,5,-0.8,-8
CC12CCC(C(=O)NCc3ccccc3Cl)(C(Br)C1=O)C2(C)C (configuration not stated),-4,1,-2,4,8,-0.1,-4,2,1.3,6
O=S1(=O)N=C(N(CCO)/N=C/c2ccccc2F)c2ccccc21,3,8,3,-16,-3,-1.2,-2,4,2.0,7
CC(C)n1c(=NC(=O)c2ccco2)c(C#N)cc2c(=O)n3ccccc3cc21,1,2,-5,14,2,45*,-2,i,2.8,2
Cc1cc(NC(=O)c2noc3c2CCCCC3)nn1Cc1ccc(Cl)cc1,3,-2,11,-4,14,0.3,-5,-1,-0.4,19
O=C(NC12CC3CC(CC(C3)C1)C2)N1CCC(O)(c2ccc3c(c2)OCO3)CC1,-4,6,-1,1,7,0.6,-2,-7,0.4,5
Cc1cc(-c2nnc(CCC(=O)N(CC3CCC3)CC3CCCO3)o2)no1 (configuration not stated),-7,0,3,0,0,-0.1,4,-5,2.6,-13
O=C(NCC(=O)N1CCCC1)c1cccs1,0,4,6,1,13,-0.1,-2,2,0.2,5
C=CCOc1c(Cl)cc(/C=N/O)cc1OC,3,-18,-6,0,-10,0.0,1,11,0.6,3
COC(=O)[C@]12C[C@H](CC(=O)NCc3cccc4ccccc34)C(=O)N(Cc3ccc(Cl)cc3Cl)C1=C[C@H](C(C)(C)C)O[C@@H]2C,6,-9,-6,-3,.,-0.8,8,0,.,.
Cc1cc(C)n(-c2nc(C(F)(F)F)nc3ccccc23)n1,0,2,0,-5,4,0.4,4,2,0.9,8
O=c1c2cccnc2[nH]c(=S)n1CCCN1CCN(c2ccc(F)cc2)CC1,-1,10,2,3,-5,0.5,-2,-7,-1.9,-12
O=C(NCc1ccccn1)C1CCCCC1,-3,3,7,2,6,0.1,0,0,-0.2,-1
CCOC(=O)N1CCN(C(c2ccc(C)cc2)c2sc3nc(C)nn3c2O)CC1 (configuration not stated),1,-4,6,1,-11,0.2,-1,1,0.0,8
COC1=CC(=O)CC(C)C12Oc1c(Cl)c(OC)cc(OC)c1C2=O (configuration not stated),7,-5,10,3,0,1.8,1,-107,-1.5,1
O=C(Oc1cncc(Cl)c1)c1sccc1Cl,-1,4,3,5,1,0.0,6,0,0.2,-1
O=C(CNc1ccccc1Cl)c1ccc(Br)cc1,6,7,6,7,-9,0.2,0,8,1.0,-1

# Continued.
SMILES,rCAG RNA binder,sPLA2-III inh,Tn6 DDE FP,NPR1 activator,ARFGAP1 inhibitor,KLK7 zymogen act,GC-B act,ADAM10 inh,FXN GAA850 act,ASAP1 inh
CCOC(=O)c1c(C)n(C)c2ccc(OC)c(NS(=O)(=O)CC)c12,5,5,-5,2,-8,-0.3,0,4,3.2,-4
CCN1C(=O)C(O)(CC(=O)/C=C/C=C/c2ccccc2)c2ccccc21 (configuration not stated),1,0,0,2,2,-0.7,3,11,-0.4,4
CN(C(=O)C1CCOC1)c1nnc(-c2cnccn2)s1 (configuration not stated),1,5,-3,5,-7,29*,5,-9,0.7,-18
Nc1nonc1-n1nnc(C(=O)N/N=C/c2c[nH]c3ccccc23)c1-c1ccccc1,15,-22,-6,3,10,0.5,-2,3,-0.4,1
O=C(Nc1ccccc1)C1CC(=O)n2ncnc2N1 (configuration not stated),0,-2,-7,4,-1,-0.5,-2,-3,-0.9,-4
COc1cccc(NC(=O)COC(=O)c2cc(S(=O)(=O)N3CCOCC3)ccc2C)c1,2,-17,-2,5,7,0.0,2,2,1.5,10
COc1cc2nc3c4ccccc4n(CC#N)c3nc2cc1OC,3,9,10,3,1,0.8,2,-26,.,-5
O=C(c1cccc(C(=O)N2CCN(c3ncccn3)CC2)c1)N1CCN(c2ncccn2)CC1,-2,-4,-8,-12,1,-0.1,-8,-11,1.0,-3
O=S(=O)(Nc1cc2nc3ccccc3nc2n1Cc1ccccc1)c1ccc(Cl)cc1,15,7,-2,9,-14,-4.5,14,-88,-2.3,-8
Nc1nc(-c2ccc(C(=O)O)cc2)cs1,0,7,2,2,-2,0.9,-4,-48,2.8,14
Cn1ncc(C(N)=O)c1NC(=S)NC(=O)c1ccc(Br)o1,3,10,9,-3,5,-0.1,2,2,0.4,6
COc1ccc(/C=N/Nc2nc(Nc3ccccc3)nc(N3CCCC3)n2)cc1[N+](=O)[O-],6,0,2,2,0,0.1,3,1,0.1,-3
O=C(c1ccc2c(c1)OCO2)N(CC1CCCO1)C1(C(=O)NC2CCCCC2)CCCCC1 (configuration not stated),-6,1,-4,-13,14,-0.5,-7,-1,4.3,-2
CCCCn1c(N(CCOC(C)=O)C(C)=O)nc2ccccc21,-2,5,2,4,-7,0.0,3,-1,-0.5,6
O=C(NN1C(=O)/C(=C/c2ccc(O)c(O)c2)SC1=S)c1ccccc1,30,-6,-6,-1,1,0.2,-3,4,2.7,-1
COC(=O)c1cccc(COC(=O)c2ccc(CS(=O)(=O)c3ccc(C)cc3)cc2)c1,6,0,5,-1,13,0.6,-6,-10,1.6,-5
CCCCC(=O)Nc1nn(CCC)c2nc3ccccc3cc12,-5,2,3,0,8,0.7,3,-18,-0.7,5
COc1ccc(N2C(=O)C3CCCN3C2c2ccc(C)o2)cc1 (configuration not stated),3,4,1,0,-4,-0.2,2,4,0.6,11
COCc1nc(-c2ccc(-c3ccc(C)cc3)nc2OC)no1,-3,-8,-3,2,-6,-3.1,-1,-94,5.4,-6
CSCCC(NC(=O)c1ccco1)C(=O)OCC(=O)Nc1ncc(Cl)c(C)c1Cl (configuration not stated),5,-3,-4,1,1,-0.2,6,1,2.0,6

# Three of the entries above in order of the Tn6 DDE FP value, ascending.
Molecule	Tn6 DDE FP
COCc1nc(-c2ccc(-c3ccc(C)cc3)nc2OC)no1	-3
COc1ccc(/C=N/Nc2nc(Nc3ccccc3)nc(N3CCCC3)n2)cc1[N+](=O)[O-]	2
Cn1ncc(C(N)=O)c1NC(=S)NC(=O)c1ccc(Br)o1	9
